Bioassay records (PubChem)
LYPLA1 inh – LYPLA1 inhibitors, primary screen, counter-screen for PME1 inhibitor project, biochemical, fluorescence polarization, FP-Rh probe ABPP; Acyl-protein thioesterase 1 (Homo sapiens), O75608; recombinant LYPLA1; AID 2174, 2009; 0.16% of 320,000 active; inhibition, % at 5.9 µM;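 active means inhibition above the mean of all tested compounds plus 3 SD, set per campaign, cut at about 14% in these data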;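 further: inhibitors block serine hydrolase probe labeling of LYPLA1 so polarization falls; 0% = enzyme with DMSO and 100% = wells lacking LYPLA1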
Target sequence (O75608 whole entry, looked up): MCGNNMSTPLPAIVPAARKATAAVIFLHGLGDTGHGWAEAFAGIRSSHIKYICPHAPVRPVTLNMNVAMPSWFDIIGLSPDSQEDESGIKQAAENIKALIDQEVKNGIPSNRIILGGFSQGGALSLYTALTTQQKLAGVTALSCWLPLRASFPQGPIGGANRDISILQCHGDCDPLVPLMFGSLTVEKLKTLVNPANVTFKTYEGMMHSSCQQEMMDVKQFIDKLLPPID
PAFAH1B3 inh – PAFAH1B3 enzyme inhibitors, primary screen, biochemical, fluorescence polarization, human. 0.28% of 340,000 active. Platelet-activating factor acetylhydrolase IB subunit alpha1 (Homo sapiens), Q15102. recombinant PAFAH1B3, FP-rhodamine probe. inhibition, % at 3.39 µM;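 active means inhibition above the screen-wide average of all tested compounds plus 3 SD, cut at about 25% in these data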;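 further: 0% = enzyme with DMSO only and 100% = wells lacking PAFAH1B3 protein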
Target sequence (Q15102 whole entry, looked up): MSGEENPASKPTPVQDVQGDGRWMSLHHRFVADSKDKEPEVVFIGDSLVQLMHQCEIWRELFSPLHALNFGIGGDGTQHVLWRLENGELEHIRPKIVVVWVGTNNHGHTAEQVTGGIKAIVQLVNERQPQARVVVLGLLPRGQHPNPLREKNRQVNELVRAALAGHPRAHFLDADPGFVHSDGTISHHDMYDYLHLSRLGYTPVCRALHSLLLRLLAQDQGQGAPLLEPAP
PAD4 FP inh – human PAD4 inhibitors, primary screen, biochemical, fluorescence polarization, 1536-well format | recombinant PAD4, RCA probe fluorescence polarization | inhibition, % at 6.36 µM | AID 485272, 2010 | 0.41% of 330,000 active;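 active means percent inhibition above a cutoff equal to the mean of all tested compounds plus 3 SD, cut at about 15% in these data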;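 further: 0% = PAD4 with RCA probe and DMSO and 100% = probe without PAD4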
pPAFAH FP inh – pPAFAH enzyme inhibitors, primary screen, biochemical, fluorescence polarization, human | AID 463082, 2010 | recombinant pPAFAH, FP-rhodamine probe fluorescence polarization | 1.5% of 330,000 active | inhibition, % at 3.39 µM;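 active means inhibition above the mean inhibition across the screen plus 3 SD, cut at about 25% in these data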;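 further: inhibitors block binding of the rhodamine activity-based probe so polarization drops; 0% = enzyme with DMSO and 100% = wells lacking pPAFAH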
PME-1 primary – PME-1 inhibitors via competitive probe labeling, primary screen, biochemical, fluorescence polarization, FP-Rh probe, HTS. Protein phosphatase methylesterase 1 (Homo sapiens), Q9Y570. recombinant PME-1. inhibition, % at 5.9 µM. 0.53% of 320,000 active. AID 2130, 2009;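 active means inhibition above the campaign mean of all compounds plus 3 SD, cut at about 26% in these data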;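 further: competitive labeling of PME-1 active site by serine hydrolase directed probe; 0% = PME-1 with DMSO and 100% = wells lacking PME-1 enzyme; inhibitors block probe labeling so polarization falls and inhibition rises; many of its hits are not listed in these tables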
Target sequence (Q9Y570 whole entry, looked up): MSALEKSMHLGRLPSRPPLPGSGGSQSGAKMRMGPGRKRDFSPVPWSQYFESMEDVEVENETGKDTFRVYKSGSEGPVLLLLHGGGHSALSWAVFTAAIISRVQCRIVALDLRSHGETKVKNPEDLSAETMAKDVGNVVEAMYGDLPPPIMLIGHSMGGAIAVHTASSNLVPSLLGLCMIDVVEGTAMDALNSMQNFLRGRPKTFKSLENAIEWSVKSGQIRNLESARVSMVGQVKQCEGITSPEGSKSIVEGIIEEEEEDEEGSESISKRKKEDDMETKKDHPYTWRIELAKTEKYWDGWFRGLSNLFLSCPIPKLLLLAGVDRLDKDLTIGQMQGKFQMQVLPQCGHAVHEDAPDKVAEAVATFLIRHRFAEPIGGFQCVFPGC
PAFAH2 inh – PAFAH2 enzyme inhibitors, primary screen, biochemical, fluorescence polarization, human | inhibition, % at 3.39 µM | 0.99% of 340,000 active | recombinant PAFAH2, FP-rhodamine activity probe | Platelet-activating factor acetylhydrolase 2, cytoplasmic (Homo sapiens), Q99487;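 active means inhibition above the mean over all tested compounds plus 3 SD, cut at about 30% in these data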;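 further: inhibitors block probe labeling of enzyme so polarization drops; 0% = enzyme with DMSO and 100% = wells lacking PAFAH2 protein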
LYPLA2 counter – LYPLA2 inhibitors, primary screen, counter-screen for PME1 inhibitor project, biochemical, fluorescence polarization, FP-Rh probe ABPP; AID 2177, 2009; 0.38% of 320,000 active; inhibition, % at 5.9 µM; Acyl-protein thioesterase 2 (Homo sapiens), O95372; recombinant LYPLA2;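 active means inhibition above the screen-wide mean plus 3 SD, limit set per campaign, cut at about 26% in these data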;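 further: 0% = LYPLA2 with DMSO and 100% = wells lacking LYPLA2 enzyme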
GSTO1 inh – inhibitors of recombinant GSTO1, primary screen, counter-screen for RBBP9 inhibitor project, biochemical, fluorescence polarization. AID 1974, 2009. activity-based probe fluorescence polarization. 1.1% of 300,000 active. Glutathione S-transferase omega-1 (Homo sapiens), P78417. inhibition, % at 5.96 µM;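 active means inhibition above the campaign mean inhibition plus 3 SD, cut at about 35% in these data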;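 further: 0% = GSTO1-1 with DMSO and 100% = wells lacking GSTO1-1 enzyme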
PAFAH1B2 FP inh – PAFAH1B2 enzyme inhibitors, primary screen, biochemical, fluorescence polarization, human; recombinant PAFAH1B2, FP-rhodamine activity probe; Platelet-activating factor acetylhydrolase IB subunit alpha2 (Homo sapiens), P68402; inhibition, % at 3.39 µM; 1.2% of 340,000 active; AID 492953, 2010;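 active means inhibition above the mean of all tested compounds plus 3 SD, cut at about 24% in these data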;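 further: 0% = enzyme with DMSO and 100% = wells lacking PAFAH1B2; many of its hits are not listed in these tables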
Target sequence (P68402 whole entry, looked up): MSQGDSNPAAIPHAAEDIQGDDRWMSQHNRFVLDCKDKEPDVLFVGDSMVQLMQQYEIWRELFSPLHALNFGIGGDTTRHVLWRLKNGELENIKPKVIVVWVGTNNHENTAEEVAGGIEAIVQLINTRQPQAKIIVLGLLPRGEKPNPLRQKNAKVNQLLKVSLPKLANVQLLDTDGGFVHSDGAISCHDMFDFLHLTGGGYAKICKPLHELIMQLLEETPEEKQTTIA
Active calls of the source: *; x = no result given. Only part of the results is shown; count on the stated rates, not on these rows.

SMILES	LYPLA1 inh	PAFAH1B3 inh	PAD4 FP inh	pPAFAH FP inh	PME-1 primary	PAFAH2 inh	LYPLA2 counter	GSTO1 inh	PAFAH1B2 FP inh
CCN(CC)c1ccc(/C=N\NC(=O)c2cccc3cc[nH]c23)cc1	-6.9	10.9	3.5	12.6	25.3	2.9	6.8	14.6	13.5
COC(=O)Nc1ccc(S(=O)(=O)N2CCN(CCN3C(=O)C4C5C=CC(C5)C4C3=O)CC2)cc1 (configuration not stated)	0.4	1.9	-6.2	-2.8	-0.8	2.8	12.6	4.8	7.1
CSCCC(NC(=O)/C(=C/c1ccco1)NC(=O)c1ccc(Br)o1)C(=O)O (configuration not stated)	-0.2	3.5	10.7	4.6	-3.5	-9.3	1.2	-0.7	-1.3
CCOc1ccc([C@@H]2CC=C(C(=O)O)[C@H](c3ccc(F)cc3)N2S(=O)(=O)c2ccc(C)cc2)cc1	-0.2	6.8	2.4	3.7	-6.5	-2.0	1.8	9.5	19.0
CCOC(=O)c1c(C)[nH]c(C(=O)COC(=O)COc2ccc(OC)cc2)c1C	1.4	-0.6	-1.5	10.3	0.3	7.5	4.2	-2.9	6.8
CCOC(=O)c1ccc(CNC(=O)C2CCCCC2C(=O)OCC(F)(F)F)o1 (configuration not stated)	0.5	5.8	-0.1	2.3	-0.2	3.8	2.9	2.5	4.0
O=C1CCCc2[nH]c3cccc(/C(=C/c4ccccc4)c4ccccc4)c3c21	-2.1	1.9	-8.8	-8.8	-1.8	-3.3	-7.3	-7.5	6.7
CN(C)S(=O)(=O)c1ccc(Cl)c(NC(=O)COC(=O)CC(NC(N)=O)c2ccc(Cl)cc2)c1 (configuration not stated)	-1.1	5.2	0.3	4.9	9.4	7.1	6.9	-0.1	2.5
COc1cccc(C(c2nnnn2Cc2ccc(F)cc2)N2CCC(C(N)=O)CC2)c1OC (configuration not stated)	3.1	8.3	-1.0	-6.8	1.6	-7.5	-1.0	-6.6	4.3
O=C(Nc1cccc2ccccc12)c1ccc(F)cc1	3.3	-2.7	-1.4	7.6	-2.3	0.2	3.3	-1.0	1.3
O=C(CNC(=O)c1ccco1)N/N=C/c1ccccc1[N+](=O)[O-]	-1.6	5.1	-8.1	6.3	1.5	10.4	-0.6	3.5	-2.1
COc1ccc(N2CCN(C(=O)c3cccn4c(=O)c5ccccc5nc34)CC2)cc1	1.5	3.6	-1.2	-3.7	-7.2	4.1	1.4	-0.1	0.5
CCCn1nnnc1NCc1ccc(OC)cc1OC	-3.5	9.4	0.8	7.7	1.5	3.0	-1.7	-2.9	1.8
Cc1sc(NC(=O)c2ccco2)c(CN2CCN(c3ccccc3)CC2)c1C	-2.3	5.6	-0.4	4.0	2.6	16.0	2.0	7.0	2.7
Cc1cc(C)c2nc(NNC(=O)c3ccc(S(=O)(=O)N4CCCCC4)cc3)sc2c1	-1.2	16.7	1.0	21.4	6.6	13.3	6.6	-0.2	4.5
C[n+]1cnc(-c2ccccc2)cc1-c1ccccc1	-0.6	7.1	1.7	-2.7	3.2	1.8	8.4	6.2	2.8
COc1ccc(/C(C)=N/NC(=O)CNC(=O)/C=C/c2ccccc2OC)cc1	0.5	-2.5	0.9	-3.2	-2.4	-4.8	2.1	3.7	-0.4
CC(C)(C)CC(=O)OCC(=O)Nc1cc(C(C)(C)C)nn1-c1ccccc1	-0.7	3.3	-1.8	21.3	5.0	7.4	0.7	1.5	-0.2
CCC(C)(C)NC(=O)CN(C(=O)c1snc(C(N)=O)c1N)c1ccc2c(c1)OCO2	-0.8	1.6	0.8	-0.4	-3.8	3.7	4.7	17.2	6.0
Nc1nc(SCC(=O)N2N=C(c3ccc(Cl)cc3)CC2c2ccco2)n[nH]1 (configuration not stated)	-1.5	0.3	0.5	4.6	0.2	3.0	0.8	-14.5	6.6
CNC(=O)CCCCC(=O)N/N=C/c1ccc(Cl)cc1Cl	-1.3	8.3	0.8	3.4	-3.2	5.4	9.7	8.0	8.6
COc1cc(OC)cc(C(=O)N2CCN(c3ncccn3)CC2)c1	5.2	4.8	-1.2	3.4	6.1	-1.2	0.4	-15.2	-1.1
COc1ccc(NC(=O)C2COc3ccccc3O2)cc1 (configuration not stated)	-1.0	3.8	0.9	-8.3	-12.9	2.4	-1.9	-2.7	1.7
NNC(=O)CNC(=O)C12CC3CC(CC(C3)C1)C2	-1.9	7.0	-1.7	4.5	-1.7	0.9	-1.3	6.4	7.3
CC1=C(C(=O)OC(C)C)C(c2ccccn2)n2ncnc2N1 (configuration not stated)	0.1	-12.0	2.2	1.2	-0.1	2.0	6.2	-4.1	3.1
Cc1ccc(-c2cc(C(=O)N/N=C/c3ccccc3)n[nH]2)o1	-1.4	4.0	0.4	-9.6	-25.3	-3.0	-6.4	4.0	1.1
CCc1[nH]c(=S)c(C#N)c2c1CCCC2	2.8	-1.6	-2.9	5.8	-4.1	-2.4	5.3	-3.8	6.7
O=C(Cc1ccc([N+](=O)[O-])cc1)N1N=C(C2CC2)CC1(O)C(F)(F)F (configuration not stated)	-2.6	5.5	-2.8	3.4	0.5	-2.8	-5.1	4.7	4.5
O=C(NCc1ccc(Cl)cc1)c1ccc(Br)o1	-2.0	7.0	-2.6	1.0	3.4	-2.0	-2.3	2.8	4.8
O=C(CCC1CCCC1)NNC(=O)COc1ccc(Br)cc1	x	10.7	-4.6	4.9	x	35.0*	x	x	18.7
CC1(C)CC(=O)C(C(=O)c2ccccc2)C(=O)C1	1.3	1.5	1.2	-0.2	2.3	-0.3	3.0	0.9	5.0
Cc1nc(C)c(-c2ccc(SCC(=O)Nc3cccc(Cl)c3C)nn2)s1	-6.8	7.2	-4.4	3.5	9.7	-2.9	-0.2	3.9	-1.6
O=C(O)c1ccccc1C(=O)NCc1ccccc1	4.3	5.4	-2.2	2.8	-8.5	3.8	1.4	-6.7	-1.9
CCNc1nc(NCC)nc(C(=O)OCCO)n1	-0.8	4.0	-6.4	3.1	0.4	1.6	3.2	2.1	-2.3
Cc1ccccc1CN(C)C(=O)COC(=O)c1ccc2[nH]c(C)c(C)c2c1	x	14.3	-5.0	0.8	x	50.5*	x	x	1.4
CCCc1nn(C)c2c(=O)[nH]c(-c3cc(S(=O)(=O)Nc4ccc(NC(C)=O)cc4)ccc3OCC)nc12	-3.8	9.0	-2.6	0.2	-3.5	-0.1	-7.2	-6.9	9.1
CSc1nc(O)c(C(c2ccc(O)cc2)c2c(O)nc(SC)[nH]c2=O)c(=O)[nH]1	-2.6	3.4	2.2	-0.6	6.1	-3.5	1.9	4.7	3.6
Clc1ccc(CN2CCc3c([nH]c4ccccc34)C2)cc1Cl	-3.0	13.0	-5.5	0.9	0.4	0.3	2.4	5.4	4.6
Fc1ccc(CCN2CCN=C2Nc2ccccc2)cc1	2.1	11.6	-1.2	4.5	0.3	-1.8	4.0	-2.3	1.2
CC(C)c1ccc(NC(=O)CCN2C(=O)[C@@H]3Cc4ccccc4CN3C2=O)cc1	3.5	7.4	-0.6	0.5	-4.0	6.0	4.2	0.0	19.2
C=CCN1C(=O)C(Cc2ccc(OCC)cc2)SC1=Nc1ccc(C(=O)O)cc1 (configuration not stated)	0.3	4.2	-1.4	1.2	-0.6	-10.1	4.5	-0.4	4.2
Cc1ccc(/C=C/c2nnc(-c3ccccc3)o2)cc1	-2.6	-4.8	1.0	0.7	-33.8	-4.8	4.1	6.5	1.2
CCOC(=O)C1CCN(C(=O)c2cccnc2Cl)CC1	-2.9	8.6	-2.9	1.3	-1.0	0.3	4.1	1.0	1.5
N/C(=N\OC(=O)Cc1ccccc1)c1ccc(Br)cc1	0.5	9.9	3.3	4.1	-2.7	-0.7	6.5	8.1	26.6*
CC(OC(=O)Cc1ccc(Cl)cc1)C(=O)NCCC1=CCCCC1 (configuration not stated)	0.7	2.1	0.9	6.8	2.7	-2.0	0.5	5.4	8.4
CC(=O)Oc1cccc(/C=c2\sc3nc(-c4ccco4)nn3c2=O)c1	2.1	3.2	-7.0	5.8	0.8	12.6	6.0	13.5	5.0
CC(=O)Nc1ccc(C(=O)CN2C(=O)NC3(CCOc4ccccc43)C2=O)c(F)c1 (configuration not stated)	-3.6	5.1	3.9	3.0	1.9	1.5	-2.0	x	2.8
O=C(O)C1CC=CCC1C(=O)NCCc1csc(-c2ccccc2)n1 (configuration not stated)	-3.4	2.0	0.5	-1.9	-8.8	-1.4	4.6	4.5	5.0
Cc1ccc(C(=O)NC2CC(=O)N(c3ccc4c(c3)OCCO4)C2)cc1[N+](=O)[O-] (configuration not stated)	1.1	0.4	-4.8	3.1	5.2	-1.2	2.0	-5.2	0.6
O=S1(=O)CCOCCN1Cc1ccc(Cl)cc1Cl	3.3	x	-0.3	7.3	-5.9	x	0.7	5.2	x
Cc1cc(OCc2cc(C(=O)N3CCC(Oc4cccnc4)CC3)no2)cc(C)c1Cl	30.4*	-3.7	-3.3	2.2	4.7	4.5	59.5*	-4.3	7.0
O=C(Cn1ncc2c([nH]c3ccccc32)c1=O)NCCCN1CCN(c2ccccc2)CC1	-3.3	5.4	-0.1	3.9	1.8	-4.8	-3.2	-4.8	-0.8
COc1ccc(-c2nc(CN3CCC(C(=O)NC4CC4)CC3)c(C)o2)cc1OC	-0.1	4.9	-1.2	6.7	-5.3	-5.4	3.1	2.1	5.8
O=C(CSc1nnnn1-c1ccc2c(c1)OCCO2)Nc1nc2c(s1)CCCC2	-0.6	3.2	1.4	-2.9	-2.1	4.2	3.1	-4.7	1.8
CC(C)(C)c1ccc2c(c1)C(=O)c1ccccc1C2=O	-3.8	-7.5	1.9	-6.3	-2.4	3.2	2.4	2.5	3.5
CSC1=NCCN1C(=O)c1ccc(S(=O)(=O)N2CCCC2)cc1	1.1	8.8	1.3	5.6	-5.2	-6.3	1.5	-4.1	-6.1
CCC(CC)c1nnc(NC(=O)c2cccc(S(=O)(=O)N3CCc4ccccc43)c2)s1	-7.7	4.7	5.7	3.4	-3.2	4.7	-5.7	-51.5	7.7
O=c1cc(NCc2ccco2)[nH]c(=O)n1-c1ccc(Br)cc1	2.8	-0.3	-0.8	2.0	-0.2	3.3	4.3	-6.0	1.4
Cc1ccc(-c2c(C)sc3nc(CN4CCN(CC(=O)NC5CC5)CC4)[nH]c(=O)c23)cc1	-2.4	-6.1	0.0	5.1	1.4	5.7	-1.1	x	0.3
COc1ccccc1N1CCN(C(=O)CCCn2c(=O)[nH]c3ccsc3c2=O)CC1	-0.4	5.2	1.9	5.4	2.4	-2.8	9.9	-0.6	3.1
Fc1ccc(/C=N/Nc2nc3ccccc3[nH]2)cc1F	2.0	11.4	-4.0	0.2	-20.5	7.4	2.4	6.9	4.9
COc1ccc(NC(=O)c2cn(C)c(=O)c3cc(OC)c(OC)cc23)c(OC)c1	0.3	-2.3	-5.7	0.3	-1.2	7.5	1.1	-1.0	4.1
